# Compound activity as filed in PubChem BioAssay.
# Eya2 inh – qHTS Assay for Inhibitors of the Phosphatase Activity of Eya2; Protein phosphatase EYA2 (Homo sapiens), O00167; recombinant Eya2, OMFP fluorescence dephosphorylation (OMFP is methylfluorescein phosphate); Potency, µM (top dose mostly 76.9 µM), for inactives: top-dose activity, negative = inhibition, usual class: inhibitors; 330,000 tested, 0.006% active; also: potency is read from the fitted curve at half-maximal effect; % is scaled to controls: 0 for no effect and ±100 for the full control effect
# Target sequence (O00167 whole entry, looked up): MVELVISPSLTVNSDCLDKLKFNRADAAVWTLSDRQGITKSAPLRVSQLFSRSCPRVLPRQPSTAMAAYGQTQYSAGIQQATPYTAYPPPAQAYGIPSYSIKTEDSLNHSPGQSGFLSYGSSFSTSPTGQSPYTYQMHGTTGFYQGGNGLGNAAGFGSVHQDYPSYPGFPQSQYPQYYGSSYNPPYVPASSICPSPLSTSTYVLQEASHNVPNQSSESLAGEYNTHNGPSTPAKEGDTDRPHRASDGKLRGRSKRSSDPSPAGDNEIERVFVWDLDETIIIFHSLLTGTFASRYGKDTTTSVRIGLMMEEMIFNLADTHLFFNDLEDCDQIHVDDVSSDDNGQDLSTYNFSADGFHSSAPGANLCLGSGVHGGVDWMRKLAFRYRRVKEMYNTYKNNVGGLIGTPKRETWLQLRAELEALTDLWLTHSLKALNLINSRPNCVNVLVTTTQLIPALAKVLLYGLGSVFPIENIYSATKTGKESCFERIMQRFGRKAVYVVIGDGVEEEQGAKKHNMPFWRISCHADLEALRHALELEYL
#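 Eya2 protein (added as 0.2 uM solution) was preincubated with compound for 10 min at ambient temperature in 50 mM HEPES pH 7.5, 50 mM NaCl, 5 uM MgCl2, 0.05% BSA, 1 mM DTT. OMFP (added at 50 uM) then reacted 10 min; fluorescence read at 485/525 nm.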
# TSHR antagonist – Antagonists of the Thyroid Stimulating Hormone Receptor: HTS campaign | Thyrotropin receptor (Homo sapiens), P16473 | TSHR-expressing cells, TSH-stimulated cAMP HTRF, 2 h; stronger effect = lower value | activity change, negative = inhibition, % at 11.5 µM | 330,000 tested, 0.2% active;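 active = activity change below a set negative limit, meaning inhibition stronger than a set level, cut at about -70% in these data; inconclusive = activity change between two set negative limits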; also: % is scaled to controls: 0 for no effect and ±100 for the full control effect
#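 Read-out is FRET at 665 nm (cryptate excitation 337 nm) from a cryptate-tagged anti-cAMP antibody, competed by cell cAMP against cAMP-d2. Compounds are tested on freshly harvested TSHR cells challenged with 4nM TSH (EC80) for 2 hours at 37 deg C.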
# B2AR arrestin – qHTS assay of beta-arrestin-biased ligands of beta2-adrenergic receptor; Potency, µM (top dose mostly 46.1 µM), for the others: top-dose activation, hits mostly activators; Beta-2 adrenergic receptor (Homo sapiens), P07550; beta-arrestin recruitment to beta2AR, cell-based reporter; AID 492947, 2010; 330,000 tested, 0.02% active;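 also: potency is read from the fitted curve at half-maximal effect; 0% = DMSO controls and full agonism = EC100 isoproterenol or metaproterenol; nearly all actives have a fitted effect of over 65% in size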
# USP2a block – qHTS Assay for Inhibitors of Ubiquitin-specific Protease USP2a Using CHOP2 as the Reporter; Ubiquitin carboxyl-terminal hydrolase 2 (Homo sapiens), O75604; USP2 core, Ub-CHOP2 coupled fluorogenic reporter, 485/531; Potency, µM (doses to about 38.3 µM), without a hit: at the highest dose activity change, negative = inhibition, hits mostly inhibitors; 330,000 tested, 0.01% active; AID 463254, 2010;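 also: potency is read from the fitted curve at half-maximal effect; plate controls were DMSO wells for no effect and full inhibition by NEM control for full effect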
#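 Deubiquitinase activity read as fluorescence (485/531 nm) after Ub-CHOP2 cleavage activates the enterokinase reporter on its substrate; USP2 core 10nM, Ub-CHOP2 and substrate 25nM each, 30min compound preincubation then 60min RT; data normalized to NEM, curves fitted.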
# PTAP TSG101 blk – qHTS Assay for Iinhibitors of HIV-1 Budding by Blocking the Interaction of PTAP/TSG101; Tumor susceptibility gene 101 protein (Homo sapiens), Q99816; Fluorescence polarization, FITC-PTAP peptide / Tsg101 binding; Potency, µM (titrated, usually from 115 µM), inactives show at the top dose activity change, negative = inhibition, usual class: inhibitors; 340,000 tested, under 10 active; AID 493005, 2010; active = well fitted inhibition curve with a large enough effect in the main read-out, with a control signal flat, not every such curve was filed as active; inconclusive = small, poorly fitted or top-dose-only effect, or effect the other way, or a change in a side signal; inactive = no such curve, though single readings can be large or run the other way; also: potency is read from the fitted curve at half-maximal effect; % of control where 0% means no effect
# Target sequence (Q99816 whole entry, looked up): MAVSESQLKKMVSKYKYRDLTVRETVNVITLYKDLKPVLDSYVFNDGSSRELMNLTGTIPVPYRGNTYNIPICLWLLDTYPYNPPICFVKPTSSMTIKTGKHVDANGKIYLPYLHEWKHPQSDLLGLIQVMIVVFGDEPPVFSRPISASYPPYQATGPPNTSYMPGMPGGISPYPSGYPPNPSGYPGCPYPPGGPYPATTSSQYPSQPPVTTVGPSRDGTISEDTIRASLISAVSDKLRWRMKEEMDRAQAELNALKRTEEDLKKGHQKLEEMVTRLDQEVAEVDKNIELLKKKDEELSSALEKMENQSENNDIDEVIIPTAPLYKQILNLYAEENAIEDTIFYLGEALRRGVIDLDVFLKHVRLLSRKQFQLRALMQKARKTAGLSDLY
#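 Steps: Tsg101 binding domain dispensed (10 uM final), compounds pinned in DMSO, FITC-labeled PTAP-motif peptide added (50 nM final); after 20 min binding at room temperature, polarization measured.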
# uPA generation – qHTS for Inhibitors of Cell Surface uPA Generation. 330,000 tested, 0.31% active. cell surface uPA generation assay, qHTS. Potency, µM (titrated, usually from 38.3 µM), for inactives: at the top dose activity change, negative = inhibition, usual class: inhibitors; active = well fitted inhibition curve with a large enough effect; inconclusive = small, poorly fitted or top-dose-only effect; inactive = no such curve, though single readings can be large or run the other way; tested in mouse RAW 264.7 cells; also: potency is read from the fitted curve at half-maximal effect; % is scaled to controls: 0 for no effect and ±100 for the full control effect; nearly all actives have a fitted effect of over 55% in size
# Tb PFK inh – qHTS Assay to Find Inhibitors of T. brucei phosphofructokinase. ATP-dependent 6-phosphofructokinase (Trypanosoma brucei brucei), O15648. Potency, µM (series often up to 57.5 µM), inactives show top-dose activity, negative = inhibition, usual class: inhibitors. 330,000 tested, 0.17% active. T. brucei PFK, ADP-Glo luminescence;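 also: potency is read from the fitted curve at half-maximal effect; 0% = uninhibited 1x PFK enzyme wells and -100% = no-enzyme wells; nearly all actives have a fitted effect of over 60% in size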
#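 Luminescent ADP detection (ADP-Glo, two-step: ATP depletion then ADP-to-ATP conversion for luciferase) reported PFK activity after 45 min room-temperature reaction of 1.25 nM enzyme with 0.5 mM F6P and 0.1 mM ATP at pH 8.0.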
# TCR activator – Activators of T cell receptors: qHTS campaign; Potency, µM (highest dose often 9.22 µM), for inactives: at the highest dose activation of IL-2 secretion, most hits filed as activators; 330,000 tested, under 10 active; AID 504894, 2011; primary human leukocytes, anti-CD3, IL-2 HTRF, 48 h; also: % of control where 0% means no effect
#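 Primary human leukocytes incubated 48 hr with anti-CD3 beads plus compound, without co-stimulation. Secreted IL-2 measured by HTRF (europium cryptate/d2 anti-IL-2 pair, 320 nm excitation, 665 nm emission).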
# ELG1 repair inh – qHTS screen for small molecules that inhibit ELG1-dependent DNA repair in human embryonic kidney (HEK293T) cells expressing luciferase-tagged ELG1. HEK293T ELG1-luciferase reporter, luminescence, 16 h; DNA damage induced by 5-fluorouridine. Potency, µM (doses to about 46.1 µM), for the others: top-dose activity change, negative = inhibition, usual class: inhibitors. 330,000 tested, 2.3% active. AID 504467, 2011; also: potency is read from the fitted curve at half-maximal effect; % is scaled to controls: 0 for no effect and ±100 for the full control effect; nearly all actives have a fitted effect of over 55% in size
#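 5-Fluorouridine DNA damage + compound/DMSO, 2,000 cells/well, 16 h, 37 °C/5% CO2. ONE-Glo, 30 min RT, luminescence. Readout = decrease in reporter signal.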
# BCR signal inh – qHTS Assay to Find Inhibitors of Chronic Active B-Cell Receptor Signaling | 340,000 tested, 0.05% active | Potency, µM (series often up to 46.1 µM), for inactives: top-dose ratio change, negative = lower green/red ratio, most hits filed as inhibitors | ABC-DLBCL IkBa-CBG/CBR reporter, luminescence ratio, 4 h; active = well fitted inhibition curve with a large enough effect in the signal ratio, with a control signal flat, not every such curve was filed as active; inconclusive = small, poorly fitted or top-dose-only effect, or effect the other way, or a change in a side signal; the % refers to the signal ratio;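 also: potency is read from the fitted curve at half-maximal effect; plate controls were basal doxycycline-induced cells for no effect and cells given 10 µM MG132 for full effect; MG132 reads +100%, hits lower the ratio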
#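 Cell line TMD8 (human ABC DLBCL), stably expressing tet-inducible CBG68-IkBa fusion and CBR; IMDM/0.5% FBS; cpd up to 46 uM; dox induction, 4 h, 37C/5% CO2; dual luminescence; green/red ratio; MG132 control.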
# Mito fusion act – qHTS Assay for Small Molecule Inhibitors of Mitochondrial Division or Activators of Mitochondrial Fusion. S. cerevisiae fusion-defective mutant growth rescue, CellTiterGlo 48 h. Potency, µM (titrated, usually from 46.1 µM), for inactives: at the highest dose growth rescue (activation), usual class: activators. 320,000 tested, 0.23% active. AID 485298, 2010;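 also: potency is read from the fitted curve at half-maximal effect; % of control where 0% means no effect; nearly all actives have a fitted effect of over 45% in size; temperature-sensitive fusion mutants such as fzo1-1 at 37 °C on non-fermentable ethanol glycerol medium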
#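 Compounds are tested for their ability to restore growth of mitochondrial fusion-defective yeast strains at non-permissive 37C in YPEG medium over 48 hours. Viability is quantified by luciferase luminescence.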
# Active calls of the source: *; u = inconclusive; x = not tested or not shown; [ ] = another dose, or the depositor's remark. Unless noted, calls follow the shape of the dose curve; as a rule, active = well fitted curve in the direction sought with a large enough effect; inconclusive = small, poorly fitted or top-dose-only effect, or another doubt; inactive = no such curve, though single readings can be large; an effect the other way counts as inactive or inconclusive.
SMILES,Eya2 inh,TSHR antagonist,B2AR arrestin,USP2a block,PTAP TSG101 blk,uPA generation,Tb PFK inh,TCR activator,ELG1 repair inh,BCR signal inh,Mito fusion act
COc1ccccc1S(=O)(=O)Nc1ccc(-c2nnc3n2CCCCC3)cc1,-10.9%,13.6,-0.1%,-2.5%,-4.4%,2.9%,1.2%,3.5%,u,-0.3%,5.9%
COc1ccc(C(=O)Nc2ccccc2-c2nnn(CC(=O)N3CCOCC3)n2)cc1,2.3%,-9.3,0.4%,0.7%,-9.0%,6.2%,0.9%,-87.3%,-9.1%,u,-3.5%
CS(=O)(=O)N1CCc2cc(C(=O)N3CCCC3)ccc21,3.8%,6.9,-0.2%,1.5%,-2.8%,13.3%,-0.9%,3.9%,15.1%,5.2%,-2.7%
CC(=O)c1c(C)[nH]c(C(=O)OCC(=O)Nc2cc(C)on2)c1C,8.7%,3.7,0.0%,-0.4%,0.3%,-3.4%,-2.9%,x,-28.1%,u,0.3%
Cc1cccc(NS(=O)(=O)c2ccc(C)c(C(=O)NCc3cccnc3)c2)c1,-8.9%,7.0,0.2%,3.8%,-1.9%,-0.4%,17.2%,2.3%,-4.6%,0.0%,x
Cc1cccc(NC(=O)CN(c2ccc(F)cc2)S(C)(=O)=O)c1,-7.2%,u,-0.2%,2.1%,-0.1%,-19.2%,0.7%,2.3%,u,u,-16.8%
CC(C)(C)C(=O)Nc1ccccc1C(=O)OCC(=O)c1ccc2c(c1)OCCO2,-9.8%,-6.7,-0.1%,0.6%,2.2%,5.1%,2.2%,1.0%[46.1 µM],-10.4%,-7.5%,6.7%
O=C(Cn1c(-c2ccccn2)nc2ccccc21)NCCN1CCOCC1,-15.2%,-5.9,-0.5%,0.4%,-4.5%,x,-13.6%,11.5%,14.0%,u,-2.1%
Cc1ccc(C)c(NC(=O)CN(C)C(C)C(=O)N2CCCC2)c1 (configuration not stated),6.9%,3.1,-1.9%,3.3%,-3.0%,1.1%,0.3%,-12.4%[46.1 µM],5.8%,3.5%,x
OCC1(CO)COC(CCc2ccccc2)=N1,u,-6.3,2.9%,8.4%,-1.5%,9.3%,-5.5%,-1.2%,-3.4%,2.3%,3.6%
COC(=O)N/N=C1\CCCc2ccccc21,-3.5%,13.4,-1.1%,2.3%,-4.8%,0.5%,-5.3%,-1.4%[46.1 µM],2.5%,-0.6%,-3.2%
O=C(NCC1CCCO1)C1CC(=O)N(c2ccc(Cl)cc2)C1 (configuration not stated),7.1%,0.7,-0.5%,0.3%,-6.6%,5.1%,3.1%,2.9%,4.8%,3.1%,-0.2%
Cc1ccc(-c2csc(NC(=O)c3ccno3)n2)cc1,11.5%,-12.4,0.2%,0.6%,-8.2%,2.8%,-6.4%,-0.6%,u,u,2.8%
COc1cccc(NC(=O)CN(C)C(=O)C(Sc2ccccc2)c2ccccc2)c1 (configuration not stated),-9.0%,6.6,-1.0%,-6.5%,-6.0%,2.3%,-1.2%,x,u,-2.0%,13.7%
Cc1cc2oc(=O)cc(CN3CCCCC3C)c2cc1C (configuration not stated),1.3%,1.7,0.2%,-0.9%,-7.8%,-0.7%,-0.1%,-0.8%,7.2%,1.7%,-6.8%
O=C(NCCC1=CCCCC1)N[C@@H](Cc1ccccc1)C(=O)O,1.2%,x,0.4%,-0.3%,-0.9%,6.1%,3.8%,14.7%,-6.0%,-0.3%,5.0%
CCN(CC(=O)NCc1cccs1)C(=O)/C=C/c1cccc(Cl)c1Cl,-12.4%,-2.5,-0.2%,0.6%,1.8%,-0.6%,-0.9%,-1.2%,10.4%,-8.5%,17.0%
COc1ccccc1-n1nnnc1SCC(=O)NC1CCCC1,-9.7%,-3.0,-0.1%,2.6%,-0.4%,1.9%,-2.4%,3.3%,-0.7%,-9.0%,-1.6%
CCOc1ccc(NC(=O)CCSc2nc3c(c(CC)c2C#N)C(=O)CC(C)(C)C3)cc1,0.8%,-14.2,0.0%,0.1%,-6.5%,5.7%,1.8%,-1.5%,-13.9%,u,-7.2%
CC(C)(C)NC(=O)C[C@H]1C[C@H](C(=O)N2CCCCC2)[C@@]2(C)c3[nH]c4ccc(Cl)cc4c3CCN2C1=O,3.3%,22.7,-0.2%,0.0%,-5.2%,-14.4%,-1.4%,-23.1%[46.1 µM],u,4.7%,x
CN(CCC#N)C(=O)COC(=O)[C@H](Cc1ccccc1)N1C(=O)c2ccccc2C1=O,2.6%,0.0,-0.1%,0.1%,-4.0%,-1.0%,6.2%,1.7%,6.1%,4.1%,4.8%
COc1ccc(/C=C/C(=O)NCC2COc3ccccc3O2)c(OC)c1 (configuration not stated),-12.3%,9.3,0.1%,-1.3%,1.8%,0.1%,0.8%,-0.4%,-7.5%,1.1%,10.6%
CCOc1ccc(NC(=O)CN(C)C(=O)c2cc([N+](=O)[O-])ccc2N2CCOCC2)cc1OCC,2.5%,-5.0,-0.5%,0.7%,1.9%,-10.8%,-6.0%,-0.1%,-10.1%,-2.3%,-4.4%
O=C(CNC(=O)c1cccs1)c1ccc(Cl)cc1,7.5%,1.5,0.4%,-0.8%,0.1%,0.1%,-2.1%,11.4%,u,u,-3.5%
COc1ccc(OC)c(NC(=O)CCN2CCN(c3ccccc3OC)CC2)c1,-1.7%,-1.8,-0.1%,4.4%,-5.1%,19.1%,2.0%,13.5%,-0.5%,u,-0.6%
COc1ccc(NC(=O)c2ccc3c(c2)OCO3)cc1,3.2%,-16.1,0.4%,1.4%,-1.8%,u,-6.3%,x,u,u,-1.1%
CC1=NN(c2ccc(F)cc2)C(=O)C1C(c1cccc(O)c1)c1c(C)[nH]n(-c2ccc(F)cc2)c1=O (configuration not stated),11.2%,24.8,0.0%,1.7%,-6.6%,0.8%,8.4%,4.7%,u,-6.1%,-7.4%
CC(C)c1ccc(Nc2ncccc2C(=O)O)cc1,7.5%,-39.6,-0.2%,-2.6%,-3.8%,-15.4%,-19.9%,3.5%,u,-3.8%,5.7%
Clc1ccc(-c2nnc(COc3ncnc4ccccc34)o2)cc1,-3.5%,-0.7,0.0%,2.8%,-2.0%,1.4%,-0.5%,8.4%,u,-1.9%,15.7%
CCc1ccc(C(=O)C(C)OC(=O)c2nn(C)c(=O)c3ccccc23)cc1 (configuration not stated),-6.6%,-6.6,0.0%,-0.7%,0.5%,-2.1%,-1.3%,-0.5%,-17.3%,-4.5%,-0.1%
COc1cc2c(cc1O)[C@@H]1Cc3cc(O)c(OC)cc3[C@H](C2)N1C,4.3%,-8.1,-0.2%,8.5%,0.6%,11.3%,-1.7%,7.2%,-0.1%,-12.6%,-11.5%
O=C(O)c1ccccc1CSc1nnnn1-c1ccccc1,-18.4%,0.7,-0.3%,2.0%,-1.4%,1.3%,6.8%,4.7%,-12.7%,u,0.8%
CC(OC(=O)c1nn(C)c(=O)c2ccccc12)C(=O)NC1CCCCC1C (configuration not stated),-24.0%,-4.9,-0.3%,0.7%,0.3%,-1.6%,0.1%,-2.4%,u,0.7%,-0.2%
COc1ccc(C(=O)CSc2ccc(-c3ccccc3)nn2)cc1,-14.6%,-10.5,-1.6%,-0.2%,-3.7%,7.0%,2.2%,1.9%[46.1 µM],3.5%,3.4%,25.4%
O=C(/C=C\c1ccco1)Nc1ccc(N2CCN(C(=O)c3ccccc3)CC2)cc1,-7.4%,9.0,-2.8%,2.7%,-1.9%,-7.5%,0.1%,-0.2%[46.1 µM],u,6.3%,5.7%
COc1ccc([N+](=O)[O-])cc1NC(=O)CSc1nc(C)cc(C)n1,-4.0%,-13.4,-3.4%,-0.2%,-0.1%,0.5%,-10.3%,-25.7%[46.1 µM],5.3%,-6.5%,-2.2%
Cc1ccc2[nH]c(=O)c(CN(Cc3ccccc3)Cc3nnnn3C3CCCC3)cc2c1,-17.7%,-9.6,-0.2%,-0.8%,-4.0%,-15.6%,-6.4%,-3.5%,u,u,11.4%

# An unsorted share of the library. About 3% of those tested had a hit in this group.
